IP6K1 inhibitor – inhibitors of human IP6K1 | Q92551 | IP6K1 kinase, ADP-Glo luminescence, 2 h; hits give low values | activity change, % (series mostly up to about 58 µM) | hit rate 0.81% among 140,000 | AID 1645851; in the data active = activity change below about -25%
Target sequence (Q92551 whole entry, looked up): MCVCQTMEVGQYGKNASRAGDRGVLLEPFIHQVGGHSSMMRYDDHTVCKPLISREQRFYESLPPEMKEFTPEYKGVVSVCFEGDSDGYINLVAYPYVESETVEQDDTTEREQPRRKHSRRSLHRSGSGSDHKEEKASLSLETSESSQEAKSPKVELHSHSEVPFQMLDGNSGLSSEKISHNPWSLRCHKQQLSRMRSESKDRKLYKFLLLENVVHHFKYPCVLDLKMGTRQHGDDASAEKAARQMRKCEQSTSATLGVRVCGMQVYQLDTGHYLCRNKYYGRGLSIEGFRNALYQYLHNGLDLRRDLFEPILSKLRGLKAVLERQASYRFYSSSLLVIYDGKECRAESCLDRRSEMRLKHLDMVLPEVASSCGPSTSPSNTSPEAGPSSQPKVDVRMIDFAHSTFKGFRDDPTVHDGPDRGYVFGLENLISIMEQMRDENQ
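ADP-Glo luminescence measures ADP made by human IP6K1 during a 2 h RT reaction with ATP/IP6 (mix at 1.3 mM/130 uM); top library doses 57.5 and 19.1 uM final.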
GPT2 inhibitor – inhibitors of human GPT2 alanine aminotransferase; Q8TD30; Recombinant GPT2, coupled pyruvate oxidase/HRP Amplex Red fluorescence; Potency, µM (series often up to 57.7 µM), for the others: top-dose activity change, negative = inhibition, usual class: inhibitors; hit rate 0.25% among 100,000; AID 1671188; note: potency is the fitted concentration of half-maximal effect; nearly all actives have a fitted effect of over 60% in size; many of its hits are not listed in these tables
Target sequence (Q8TD30 whole entry, looked up): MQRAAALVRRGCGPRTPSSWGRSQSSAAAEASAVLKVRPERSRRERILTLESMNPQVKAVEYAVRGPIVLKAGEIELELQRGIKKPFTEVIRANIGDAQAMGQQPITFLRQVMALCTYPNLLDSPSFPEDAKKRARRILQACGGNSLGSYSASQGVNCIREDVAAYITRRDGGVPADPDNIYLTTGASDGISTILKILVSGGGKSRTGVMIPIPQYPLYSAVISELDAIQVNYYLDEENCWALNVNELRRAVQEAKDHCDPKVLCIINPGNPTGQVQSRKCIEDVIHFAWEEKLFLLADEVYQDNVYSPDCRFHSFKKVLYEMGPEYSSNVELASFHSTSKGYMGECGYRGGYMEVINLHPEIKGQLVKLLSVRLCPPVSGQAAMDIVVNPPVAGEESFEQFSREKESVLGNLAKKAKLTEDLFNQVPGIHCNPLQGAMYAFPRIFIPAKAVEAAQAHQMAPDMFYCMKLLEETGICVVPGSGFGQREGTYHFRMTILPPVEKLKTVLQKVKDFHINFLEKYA
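Inhibition is scored from Amplex Red fluorescence generated when pyruvate oxidase and HRP act on pyruvate released by GPT2. Reactions contain 10ng/uL enzyme, 250uM a-KG and 2mM L-alanine and run 30 min at room temperature.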
SNCA expr inh – inhibitors of alpha-synuclein (SNCA) gene expression | Potency, µM (titrated, usually from 57.2 µM), without a hit: at the top dose activity change, negative = inhibition, usual class: inhibitors | HEK-293 SNCA-luciferase knock-in, luminescence, 24 h | AID 1671194 | hit rate 0.17% among 140,000;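 note: potency is the fitted concentration of half-maximal effect; plate controls were DMSO cells for no effect and cell-free wells for full effect; nearly all actives have a fitted effect of over 45% in size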
3T3 cytotox – cytotoxic compounds in NIH 3T3 cells; NIH 3T3 viability, CellTiter-Glo ATP luminescence, 48-72 h; AID 1345082; hit rate 4.3% among 94,000; Potency, µM (series often up to 96.7 µM), without a hit: at the highest dose activity change, negative = cytotoxicity, hits mostly inhibitors; note: potency is the fitted concentration of half-maximal effect; nearly all actives have a fitted effect of over 55% in size
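Viability of NIH 3T3 cells after 48 or 72 hr compound treatment at 37 °C was assessed by CellTiter-Glo, with luminescence imaged following a 10 min room-temperature step.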
SNCA viab count – counter-screen for SNCA expression inhibitors: cell viability. AID 1671193. Potency, µM (doses to about 57.1 µM), without a hit: at the top dose activity change, negative = cytotoxicity, usual class: cytotoxic. HEK-293-SNCA-luc viability, GF-AFC fluorescence, 24 h. hit rate 0.12% among 150,000;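 note: potency is the fitted concentration of half-maximal effect; 0% = DMSO-treated cells and -100% = medium-only wells without cells; nearly all actives have a fitted effect of over 30% in size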
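Cytotoxicity counterscreen: after 24 h compound treatment of genome-edited SNCA-luciferase HEK-293 cells, live-cell protease substrate GF-AFC read by fluorescence after 30 min; activity scaled between DMSO (0%) and medium-only (-100%), curves Hill-fitted.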
HEK293 tox – HEK 293 cell cytotoxicity; HEK 293 viability, ATP luminescence (CellTiter-Glo), 48-72 h; Potency, µM (titrated, usually from 115 µM), for the others: at the highest dose activity change, negative = cytotoxicity, most hits filed as inhibitors; hit rate 6.6% among 94,000; note: potency is the fitted concentration of half-maximal effect; nearly all actives have a fitted effect of over 60% in size
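CellTiter-Glo luminescence (cellular ATP) was read after 48 or 72 hr of compound exposure at 37 degree Celsius. Cells were HEK 293 plated at 250 cells/well.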
FLuc inh – Photinus pyralis luciferase inhibition. P08659. purified P. pyralis luciferase, luminescence, biochemical. Potency, µM (series often up to 115 µM), for inactives: top-dose activity change, negative = inhibition, most hits filed as inhibitors. hit rate 2.5% among 76,000. AID 1347043; note: potency is the fitted concentration of half-maximal effect; nearly all actives have a fitted effect of over 65% in size
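Inhibitors were tested against purified firefly luciferase in a biochemical, low-substrate format (both substrates at 10uM) and luminescence measured with a CCD imager.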
Starred values were filed as active, the others as inactive; i = inactive; ? = inconclusive; nt = not tested or not shown; [ ] = dose if it differs, or a comment. Unless noted, calls come from the whole dose curve; as a rule, active = well fitted curve in the direction sought with a large enough effect; inconclusive = small, poorly fitted or top-dose-only effect, or another doubt; inactive = no such curve, though single readings can be large; an effect the other way counts as inactive or inconclusive. Unless noted, % is set by controls: 0 for no effect and ±100 for the full control effect. This is a subset; count on the stated rates, not on these rows.

SMILES	IP6K1 inhibitor	GPT2 inhibitor	SNCA expr inh	3T3 cytotox	SNCA viab count	HEK293 tox	FLuc inh
CCCc1noc(-c2cccn3c(CNC(=O)COc4cccc(C)c4)nnc23)n1	-6	4%	-17%	-4%	-6%	5%	-1%
O=S(=O)(c1ccc(F)cc1)N1CCc2nnc(C3CC3)n2CC1	5	i	-14%	-26%	19%	-12%	nt
O=C(O)c1ccccc1-c1ccc(C(F)(F)F)cc1	-3	-8%	-46%[25.6 µM]	nt	-18%[23.9 µM]	nt	nt
Cc1[nH]c2ccccc2c1C(=O)C(=O)NC1CC(=O)N(c2ccccc2)C1 (stereo unspecified)	7	nt	-4%	nt	-3%	nt	nt
CCc1ccc(-n2c(=O)c3sc4ccccc4c3n(CC(=O)NC3CCCC3)c2=O)cc1	-9	nt	-20%	nt	-16%	nt	nt
Cc1cccc(CN2CCC(CNC(=O)Cn3ncc4c([nH]c5ccc(C)cc54)c3=O)CC2)c1	14	nt	5%	nt	6%	nt	nt
O=S(=O)(c1ccccc1)c1nnn2c1nc(NC1CCCCC1)c1sccc12	-16	nt	26%	nt	-5%	nt	nt
COC(=O)c1sccc1S(=O)(=O)N(CC(=O)NCc1ccccc1)c1ccc(C)c(C)c1	-4	nt	3%	nt	-17%	nt	nt
Cc1cccc2c(C3CCN(S(=O)(=O)c4cc(Cl)cc(Cl)c4)CC3)c[nH]c12	-14	-7%	1%	?	7%	25µM*	3%
O=C(COc1ccc(Cl)cc1)NC1CCc2n[nH]c(=O)n2CC1 (stereo unspecified)	-7	3%	-11%	-12%	-12%	-2%	-11%
O=C1Nc2ccccc2C12CCN(CC1CCCCC1)C2 (stereo unspecified)	-7	i	-3%[87.6 µM]	?	-11%[87.6 µM]	?	nt
COc1ccc(C(=O)NC(C(=O)NCC(C)C)C2CCN(C(=O)C3CC3)CC2)cc1 (stereo unspecified)	7	4%	19%	1%	-16%	i	-8%
COc1ccc(C[C@H](NC(=O)C2=C[C@@H](NC(=O)c3ccc(OC)cc3)[C@@H](O)[C@H](O)C2)C(N)=O)cc1	-5	3%	11%	i	-7%	4%	1%
COc1cccc(C(=O)NCCn2ccn3nc(-c4ccc(C)c(C)c4)cc3c2=O)c1	-12	i	103%[activator]	-9%	-12%	-20%	?
Fc1ccc(Cn2ccnc2-c2ccccn2)c(Cl)c1	12	-4%	-2%	?	1%	?	-13%
Cc1ccc(C)c(NC(=O)c2oc(=O)c3ccccc3c2-c2ccccc2)c1	18	nt	-22%	nt	3%	nt	nt
O=C(CCCN1C(=O)C(c2ccccc2)Oc2cccnc21)Nc1ccccc1C(F)(F)F (stereo unspecified)	42	nt	9%	nt	-12%	nt	nt
COc1ccc(-n2c(=O)c(C(=O)NCc3cccc(F)c3)nc3cccnc32)cc1	2	i	?	-8%	-7%	i	nt
COc1ccc(-c2cnc(Nc3ccc(CN4CCN(C)CC4)cc3)c3c2CCO3)cn1	-23	i	87%[activator][87.6 µM]	28µM*	?	?	?
CCO[C@H]1CN(Cc2ccc(OC)c(OCc3cccc(F)c3)c2)C[C@@H]1O	1	?	9%	-24%	5%	-36%	7%
CN1C(=O)N(CCc2ccccc2)C(=O)C12CCN(Cc1cn[nH]c1-c1ccc(F)cc1)CC2	8	i	-12%	-26%	-14%	?	2%
CC(=O)c1cccc(NC(=O)C2CCN(S(=O)(=O)c3ccc4c(c3)CCCN4C(C)=O)CC2)c1	2	nt	-26%	nt	1%	nt	nt
Cc1ccc(C)c(C(=O)CSc2nc(-c3ccccc3)nc3c2CCCC3)c1	4	nt	20%	nt	2%	nt	nt
O=C(NCc1cn[nH]c1-c1ccc(F)cc1)C1COc2ccccc2C1 (stereo unspecified)	5	-8%	?	-12%	5%	?	-2%
O=C(NCc1ccc(OC(F)(F)F)cc1)N1CCCC(Cn2cnc3cccnc32)C1 (stereo unspecified)	-2	i	2%	?	6%	?	6%
Cc1ccc(OCC(=O)Nc2ccc(S(=O)(=O)Nc3cc(C)nc(C)n3)cc2)c(Br)c1	-12	nt	15%	nt	8%	nt	nt
O=C(c1ccc(Cl)cc1)N1CCn2c(nn(-c3ccc(F)cc3F)c2=O)C1	5	-2%	-13%	-2%	-6%	-2%	nt
COc1ccc(-n2c(SCC(=O)NC3CCCCC3)nc3c([nH]c4ccccc43)c2=O)cc1	4	nt	39%[activator]	nt	-4%	nt	nt
CCCCn1c(NCc2cc(Cl)ccc2O)nc2ccccc21	9	nt	-14%	nt	-8%	nt	nt
CCCN1CCCC2(CCN(C(=O)c3ccc4nc(C)sc4c3)C2)C1=O (stereo unspecified)	2	-27%	32%[activator]	?	-5%	2%	-5%
CCN1CCC(N2CCCC(C(=O)NCc3ccccc3)CCNC(=O)CC2)CC1 (stereo unspecified)	4	-1%	-18%	-1%	-7%	i	7%
O=C(c1ccccn1)N1CC(CO)C2(CCNCC2)C1 (stereo unspecified)	38	i	-21%	-13%	-4%[12.5 µM]	-4%	-7%
CN1CCC(N(C)C(=O)CCC[C@@H]2[C@H]3CCCN4CCC[C@@H](CN2Cc2ccccc2)[C@@H]34)CC1	-3	3%	3%	?	-26%	-21%	4%
COc1ccc(CCNC(=O)CC(c2cccc(OC)c2OC)c2c[nH]c3ccccc23)cc1OC (stereo unspecified)	-2	-3%	2%	?	5%	?	1%
Cc1ccc(Cl)cc1N1CCN(C(=O)c2cc(S(=O)(=O)N3CCCCCC3)cn2C)CC1	1	nt	?	nt	-18%	nt	nt
COc1cc(C2CC(=O)Nc3cc4c(cc32)OCCO4)cc(OC)c1O (stereo unspecified)	17	nt	-11%	nt	4%	nt	nt
CCCCOc1ccc(S(=O)(=O)n2nc(C)c(S(=O)(=O)N3CCCCCC3)c2C)cc1	-6	nt	-3%	nt	15%	nt	nt
Cc1nnc2n1CCC(NC(=O)CCCc1nc3ccccc3s1)CC2 (stereo unspecified)	0	i	7%	-11%	-9%	-9%	-5%
CN1C(=O)C(CC(N)=O)=C2CCCCC21 (stereo unspecified)	-3	-17%	-18%	-16%	6%	-11%	0%
COc1ccc(CC(=O)N[C@@H]2CN(Cc3ccccc3)C[C@H]2CO)cc1	0	-21%	30%[activator]	-16%	4%	?	8%
COc1ccc(CCNC(=O)Cn2nnc(-c3ccc(C(F)(F)F)cc3)n2)cc1OC	5	nt	30%[activator]	nt	1%	nt	nt
CCCNC(=O)N1CCC(Oc2ccccc2-c2nc(-c3ccncc3)no2)C1 (stereo unspecified)	-4	i	39%[activator]	?	-10%	-21%	3%
COc1ccc(CC(=O)N2CCN(c3nc4ncccc4o3)CC2)cc1	-1	-17%	28%	-24%	12%	-15%	-6%
Cc1ccccc1C(=O)Nc1ccc([C@H]2OCC(=O)N(Cc3ccncc3)[C@@H]2CO)cc1	5	i	17%[87.6 µM]	1%[174 µM]	3%[87.6 µM]	-9%[172 µM]	10%[172 µM]
Cc1noc(C)c1-c1cc2cc(C(C)C)oc2c(NC2CCN(C)CC2)n1	32	-8%[88.5 µM]	32%[87.6 µM]	?	-23%[87.6 µM]	32µM*	-8%[172 µM]
O=C1COc2cc(S(=O)(=O)CCC(=O)N3CCN(c4ccccc4F)CC3)c(Cl)cc2N1	3	nt	-1%	nt	-6%	nt	nt
Cc1nc2ncccn2c1C(=O)N1C[C@H]2C(=O)NC[C@@]2(C(=O)O)C1	-1	2%	7%	-7%	3%	-5%	-1%
O=C(CN1C(=O)NC2(CCS(=O)(=O)CC2)C1=O)Nc1cccc(C(F)(F)F)c1	-18	i	-2%	-14%	4%	-4%	-8%
CC(C)NC(=O)NCc1nnc2n1C(C(=O)NCCc1ccc(Cl)cc1)CC2 (stereo unspecified)	13	i	21%	-19%	1%	-4%	nt
O=C(C1CCCC1)N1CCC(C(=O)N2CCCC(c3nc4ncccc4[nH]3)C2)CC1 (stereo unspecified)	4	1%	-16%	-19%	3%	-28%	nt
CCOC(=O)c1ccc(NC(=O)CSc2nccn2Cc2ccc(OC)cc2)cc1	8	nt	24%	nt	7%	nt	nt
O=C(NCC1COc2ccccc2C1)c1nccnc1C(=O)N1CCCCC1 (stereo unspecified)	-7	i	?	-13%	-4%	3%	-3%
CCOc1ccc(CCNC(=O)CCCn2c(=O)c3cccn3c3cccnc32)cc1	16	nt	18%	nt	-12%	nt	nt
Cc1ccc(N2CCN(C(=O)C3CCN(c4ncnc5c4nc4n5CCCCC4)CC3)CC2)c(C)c1	9	nt	19%	nt	4%	nt	nt
COC1CCN(c2cc(-c3ccccc3)nc3c(C)noc23)CC1	-16	2%[88.5 µM]	4%[87.6 µM]	?	-3%[87.6 µM]	?	4%[172 µM]
O=C1CC(c2noc(-c3ccc(F)cc3)n2)CN1c1ccc(Cl)cc1 (stereo unspecified)	15	2%	31%[activator]	?	11%	?	4%
CN(C)[C@@H]1CN(C(=O)C2CC2)CC[C@]1(O)c1ccccc1	16	-2%	-18%	i	9%	3%	-4%
O=C(Nc1ccc(OC(F)(F)F)cc1)C1CCCN(S(=O)(=O)c2cccc3nonc23)C1 (stereo unspecified)	3	nt	?	nt	3%	nt	nt
CCn1cc(S(=O)(=O)N2C[C@@H](C(=O)NC)[C@H](c3n[nH]c(C)n3)C2)cn1	18	1%	10%	-5%	3%	1%	-2%
CN(C)c1ccc(-c2nc(-c3cc4cc(Cl)ccc4oc3=O)cs2)cc1	15	nt	25%	nt	3%	nt	nt
COc1cccc(-c2cccc(C(=O)N3CCCC3C(=O)NCC(F)(F)F)c2)c1 (stereo unspecified)	-1	i	-5%	-32%	5%[12.5 µM]	-32%	nt
COc1ccc(C(=O)N2CCC(Oc3cccnc3)C2)cc1 (stereo unspecified)	7	1%	22%	i	?	1%	3%
